Source: PubChem BioAssay
D3 ag: activates the human D3 dopamine receptor | P35462 | D3R DiscoveRx beta-arrestin cells, luminescence, 90 min | max activation, % | 410,000 compounds, 0.58% hits | AID 652048; in the data active means max activation above about 30%; further: 0% is about no effect; mostly tested at two doses, the higher about 12 µM
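Agonist mode: compounds and dopamine controls were applied to plated cells for 90 min at 37 degrees C after an overnight attachment at 1500 cells/well. Luminescent read-out followed 30 - 60 minutes at room temperature with DiscoveRx detection reagent.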
KB-V1 cytotox: kills drug-selected multidrug resistant KB-V1 cells. KB-V1 MDR cells viability, CellTiter-Glo, 72 h. Potency, µM (top dose mostly 46.1 µM), for inactives: at the top dose activity change, negative = cytotoxicity, most hits filed as cytotoxic. 400,000 compounds, 3.4% hits. AID 1347076; further: potency means the concentration at half of the fitted maximal effect; on the % scale 0 is the no-effect control and ±100 the full control effect; nearly all actives have a fitted effect of over 60% in size
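Potencies derive from concentration-effect curves fitted to normalized luminescence (CellTiter-Glo) of KB-V1 cells treated for 72 h at 37 degrees C in phenol-red-free DMEM containing 10% FBS.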
aSyn rescue: rescues yeast growth from alpha-synuclein toxicity | Yeast expressing alpha-synuclein, growth rescue, BacTiter-Glo, 24 h | 370,000 compounds, 0.14% hits | Potency, µM (titrated, usually from 46.1 µM), for inactives: at the highest dose growth rescue (activation), usual class: activators; further: potency means the concentration at half of the fitted maximal effect; % of control where 0% means no effect; nearly all actives have a fitted effect of over 65% in size
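Rescue of yeast growth: cells expressing toxic alpha-synuclein, induced in galactose at OD600 0.02, incubated with compound 24 h at 30 C. ATP luminescence quantified growth; inhibitors of toxicity appear as activators.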
GLP-1R inv ag: inverse agonists of human GLP-1 receptor. 410,000 compounds, 1.6% hits. Potency, µM (highest dose often 38.3 µM), inactives show top-dose activity change, negative = inhibition, hits mostly inhibitors. P43220. HEK293 GLP-1R CRE-luciferase, luminescence, 24 h; GLP-1R form is constitutively active. AID 624417; further: potency means the concentration at half of the fitted maximal effect; on the % scale 0 is the no-effect control and ±100 the full control effect; nearly all actives have a fitted effect of over 55% in size
Target sequence (P43220 whole entry, looked up): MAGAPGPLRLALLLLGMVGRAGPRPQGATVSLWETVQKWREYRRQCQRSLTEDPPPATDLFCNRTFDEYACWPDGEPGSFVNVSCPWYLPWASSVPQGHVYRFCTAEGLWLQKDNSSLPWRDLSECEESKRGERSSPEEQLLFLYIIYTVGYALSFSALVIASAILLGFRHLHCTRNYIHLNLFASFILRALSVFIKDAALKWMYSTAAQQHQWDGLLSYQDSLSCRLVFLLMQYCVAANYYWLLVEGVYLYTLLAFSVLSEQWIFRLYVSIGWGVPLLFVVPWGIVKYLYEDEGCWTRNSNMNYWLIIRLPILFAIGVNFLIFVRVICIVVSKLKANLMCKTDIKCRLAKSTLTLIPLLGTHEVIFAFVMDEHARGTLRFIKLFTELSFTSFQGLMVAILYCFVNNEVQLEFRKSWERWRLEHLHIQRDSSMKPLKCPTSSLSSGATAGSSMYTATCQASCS
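GLP-1R inverse agonism mode: basal reporter luminescence in engineered HEK293 cells measured after one day of compound exposure at 37 deg C, with a 12 min room-temperature detection step.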
D3 antag: antagonists of human D3 dopamine receptor | D3R cells, DiscoveRx beta-arrestin luminescence, antagonist mode; stronger effect = lower value | max response, negative = inhibition, % | 360,000 compounds, 2.5% hits; in the data active means max response below about -50%; inconclusive means no clear call, values can overlap the other calls; further: on the % scale 0 is the no-effect control and ±100 the full control effect; mostly tested at two doses, the higher about 12 µM
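Cells expressing the human receptor were seeded at 1500 cells/well, incubated overnight at 37 degrees C in 5% CO2, then exposed to library compounds with dopamine controls for 90 minutes at 37 degrees C before luminescent detection.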
HEK293 tox: cytotoxic in the GLP-1 receptor inverse agonist counter-screen. HEK293 cAMP-luciferase reporter cells, luminescence, 24 h. Potency, µM (doses to about 38.3 µM), for inactives: at the top dose activity change, negative = inhibition, hits mostly inhibitors. 410,000 compounds, 0.13% hits. AID 624418;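 further: loss of luciferase light is scored as toxicity; potency means the concentration at half of the fitted maximal effect; on the % scale 0 is the no-effect control and ±100 the full control effect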
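Seeding density was 200 cells/uL; after overnight-length (12 h) culture, 23 nL compounds went on for 24 h at 37 °C. Readout used a luciferase detection reagent, luminescence taken after 12 min at room temperature.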
GLP1R ag: GLP-1 receptor (human) agonism | P43220 | HEK293 GLP-1R CRE-luciferase, luminescence, 4-6 h; cells express a hypersensitive GLP-1R form | Potency, µM (highest dose often 45.6 µM), inactives show top-dose activation, usual class: activators | 380,000 compounds, 0.007% hits | AID 624172; further: potency means the concentration at half of the fitted maximal effect; % of control where 0% means no effect
TDP43 rescue: TDP-43 toxicity inhibition in yeast; Potency, µM (titrated, usually from 46.1 µM), for inactives: at the highest dose growth rescue (activation), actives largely listed as activators; TDP-43 expressing yeast growth rescue, BacTiter-Glo, 24 h; AID 652104; 410,000 compounds, 1.8% hits; further: potency means the concentration at half of the fitted maximal effect; % of control where 0% means no effect; nearly all actives have a fitted effect of over 50% in size
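Galactose-induced TDP-43 yeast, OD600=0.02, compound pinned; 24 hr, 30 deg C; BacTiter-Glo luminescence for growth. Inhibitors of TDP-43 toxicity read as activators.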
PTHR1 ag: PTHR1 (human) receptor agonism; Potency, µM (highest dose often 115 µM), for the others: at the highest dose activation, hits mostly activators; 410,000 compounds, 0.075% hits; HEK293 GP2 PTHR1 cells, GloSensor cAMP luminescence, 1 h; further: potency means the concentration at half of the fitted maximal effect; nearly all actives have a fitted effect of over 55% in size; some results filed as inactive show a strong effect at the top dose; inactives centre near -15; many of its hits are not listed in these tables
Target sequence (Q03431 whole entry, looked up): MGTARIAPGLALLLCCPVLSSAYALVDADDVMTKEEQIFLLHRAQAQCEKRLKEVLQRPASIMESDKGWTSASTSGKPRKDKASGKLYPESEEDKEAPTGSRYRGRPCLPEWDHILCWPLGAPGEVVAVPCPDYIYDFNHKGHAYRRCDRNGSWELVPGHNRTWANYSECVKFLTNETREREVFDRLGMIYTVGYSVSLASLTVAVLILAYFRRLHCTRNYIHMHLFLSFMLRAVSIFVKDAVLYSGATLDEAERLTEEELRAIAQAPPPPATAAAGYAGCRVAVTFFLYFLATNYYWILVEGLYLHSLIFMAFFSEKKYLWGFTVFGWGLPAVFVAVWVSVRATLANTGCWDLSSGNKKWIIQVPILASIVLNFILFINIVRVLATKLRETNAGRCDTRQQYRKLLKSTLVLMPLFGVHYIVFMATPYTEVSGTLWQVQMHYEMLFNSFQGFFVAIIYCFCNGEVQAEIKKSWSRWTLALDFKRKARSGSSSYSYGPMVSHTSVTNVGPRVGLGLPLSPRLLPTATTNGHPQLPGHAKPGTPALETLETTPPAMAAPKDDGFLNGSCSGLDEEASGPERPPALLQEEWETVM
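HEK-293-derived GP2 cells expressing PTHR1 and a GloSensor cAMP reporter, 3,000/well, plated overnight, given luciferin plus IBMX (each 0.5 mM as added) for 1 h at 37 °C, then compound for 1 h at 37 °C. Luminescence was read after 15 min at room temperature.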
The depositor's hits bear a star; i = inactive; ? = inconclusive; nt = no result given; & = joins results of further samples; [ ] = remark or other dose. Unless noted, the call rests on the fitted dose curve; in most records, active means well fitted curve in the direction sought with a large enough effect; inconclusive means small, poorly fitted or top-dose-only effect, or another doubt; inactive means no such curve, though single readings can be large; an effect the other way counts as inactive or inconclusive. This is a subset (hit frequency here may not be typical).

SMILES	D3 ag	KB-V1 cytotox	aSyn rescue	GLP-1R inv ag	D3 antag	HEK293 tox	GLP1R ag	TDP43 rescue	PTHR1 ag
COC(=O)CSc1nc2nc(C)cc(C)n2n1	4	27%	0%	-12%	18	1%	1%	16%	?
CC1CN(CCCCOc2ccc(F)cc2)CC(C)O1 (stereo not given)	-18	-10%	4%	-5%	-50*	12%	6%	-2%	i
Cc1ccc(-c2nc(C3CCCN(S(=O)(=O)c4ccc(C)cc4)C3)no2)cc1 (stereo not given)	2	-4%	2%	?	13	-28%	-2%	14%	-24%
CSc1ccccc1OCc1cc(C(=O)N(C)Cc2cc(C)[nH]n2)no1	5	-4%	0%	11%	-11	-13%	20%	-7%	-11%
NCCCCCC(=O)O	-10&13	10%	-10%&6%	11%	2	4%	0%	13%	-11%
COC(=O)/C=C1/N/C(=N\c2nc(C)cc(C)n2)N(c2ccccc2)C1=O	20	6%	1%	38%[activator]	-13	1%	0%	23%	-3%
CCCCOc1ccccc1C(=O)NCC(=O)O	15	2%	2%	-16%	17	-3%	0%	-1%	i
COc1ccc(C(=O)Nc2ccc(-n3nncc3C(C)(C)C)cc2)cc1	-5	?	6%	?	-8	9%	10%	-6%	-24%
COc1ccccc1N1CCN(Cc2cc3c(cc2[N+](=O)[O-])OCO3)CC1	-26	-3%	-5%	-29%	?	7%	-3%	-7%	-94%[inhibitor]
COc1ccc(NC(=O)CO/N=C(\C)c2cccs2)cc1	-4	1%	6%	9%	6	-1%	8%	-20%[0.397 µM]	i
COc1ccccc1CNS(=O)(=O)c1cccc(S(=O)(=O)N2CCOCC2)c1	-7	-7%	8%	0%	-15	-6%	6%	-9%	-34%[inhibitor][57.5 µM]
NNC(=O)c1nc(Cl)c(Cl)c(N)c1Cl	0	-3%	2%	8%	-4	1%	0%	11%	i
COc1ccc(Cl)cc1N(CC(=O)N1CCCCCC1)S(C)(=O)=O	9	-12%	-2%	-6%	2	-2%	2%	9%	-22%
COc1cc(S(=O)(=O)N2CCCCCC2)c(OC)cc1Br	-2	0%	16%	4.5µM*	9	10%	2%	26%	-26%
COc1cccc(NC(=O)C(=O)NCC(c2ccc3c(c2)OCO3)N2CCN(C)CC2)c1 (stereo not given)	-23	nt	nt	32%[activator]	nt	-28%	nt	2%	i
COc1ccc(CCNC(=O)CSc2cn(CCNC(=O)c3cccc(C(F)(F)F)c3)c3ccccc23)cc1OC	8	?	nt	?	nt	-14%	-3%	29%	-46%[inhibitor]
CCCn1c(=N)c(C#N)cc2c(=O)n3ccccc3nc21	1	-2%	-2%	20%	-4	104%[activator]	-5%	-6%	-11%
COCCNC(=O)C1(C)Oc2ccccc2NC1=O (stereo not given)	2	21%	6%	11%	-8	-10%	-9%	11%	i
COCC(=O)N1CCCN(c2nc3c(C)cccc3cc2C#N)CC1	-2	-5%	4%	12%	25	212%[activator]	9%	17%	i
COCCn1c(=S)[nH]c2cc(C(=O)N3CCCC(C)C3)ccc2c1=O (stereo not given)	2	-18%	-1%	2%	9	-6%	2%	0%	-22%
CCc1nc2c(OCc3cc(Cl)cc(Cl)c3)cccn2c1N(C)C(=O)c1ccc(C)cc1	-6	?	20%	?	?	-6%	0%	23%	-6%
CN(Cc1cn(C)nc1-c1cccc(Cl)c1)C1CCOCC1	2	53%	-11%	-24%	18	1%	-4%	18%	i
COC(=O)C1CN(C(=O)C(C)Oc2cccc(C)c2C)c2ccccc2O1 (stereo not given)	-6	?	9%	?	-4	5%	-6%	-1%	-8%
Cc1ccc(S(=O)(=O)N2CCCCC2)cc1C(=O)NCCCN1CCOCC1	-8	-16%	-2%	21%	-4	5%	7%	-16%	-6%
CN(C(=O)c1ccc(NC(=O)Cc2ccc(NC(=O)C3CCN(C(=O)C4CCCCC4)CC3)cc2)cc1)C1CCCC1	-22	18%	-4%	5%	20	-17%	-1%	18%	i
(next part)
SMILES	D3 ag	KB-V1 cytotox	aSyn rescue	GLP-1R inv ag	D3 antag	HEK293 tox	GLP1R ag	TDP43 rescue	PTHR1 ag
O=C(CN1C(=O)NC2(CCCC2)C1=O)OCCOc1ccc(Cl)cc1Cl	4	11%	8%	-21%	-10	-7%	15%	29%	-26%
S=C(NCc1ccccc1)Nc1cccc2cnccc12	3	?	-19%	-6%	-11	-4%	8%	17%	-35%[inhibitor]
Cc1c(C(=O)Nc2c(N)nc(SCC(=O)NCC3CCCO3)[nH]c2=O)cccc1[N+](=O)[O-] (stereo not given)	4	-1%	-1%	8%	13	3%	2%	6%	i
N#Cc1c(NCCN)nc(-c2ccco2)c2c1CCCC2	-2	?	2%	-15%	26	-17%	-10%	13%	i
COc1cc(C(=O)NCc2ccccc2)ccc1OC(F)F	-6	-24%	-2%	2%	43	-19%	10%	18%	-6%
Cc1ccccc1Cn1c(C)c(C(=O)N(C)Cc2ccc(F)cc2)sc1=O	-1	16µM*	15%	3%	-7	6%	-5%	12%	i
CCOC(=O)C1CCN(C(=O)C2CCN(c3nnc(C)c4c(C)n(-c5ccccc5)nc34)CC2)CC1	2	nt	nt	-11%	nt	-2%	nt	19%	16%
C/C(=N/NC(=O)c1ccc2c(c1)OCO2)c1cccc([N+](=O)[O-])c1	-1	16%	1%	28%	-11	2%	-1%	-2%	-2%
CC1(C)Cc2nc3sc4c(=O)[nH]cnc4c3cc2CS1	6	0%	-10%	40%[activator]	10	0%	11%	?	-21%
O=C(NC1CCCC1)C1CC1c1ccccc1 (stereo not given)	-4	-18%	-7%	7%	-11	-9%	-1%	23%	i
S=c1[nH]nc(-c2ccco2)n1/N=C/C=C/c1ccco1	-10	3%	1%	21%	-10	-15%	-8%	3%	i
C#CCCC/C(=C\C(=O)N(C)[C@H](C(=O)N(C)[C@H](C(=O)N(C)[C@H](C(=O)N(C)[C@H](C(N)=O)C(C)C)C(C)C)C(C)C)C(C)C)OC	10	0%	1%	16%	14	-11%	2%	8%	i
Cc1ccc(Cn2c(C(=O)O)c(CNC3CCCCCC3)c3ccc(C)cc32)cc1	6	0%	nt	19%	nt	0%	1%	15%	i
Cc1oc(-c2cccs2)nc1CS(=O)CC(=O)NCCc1ccccc1 (stereo not given)	0	-4%	?	8%	-19	2%	14%	8%	-31%[inhibitor]
CC1=C(C(N)=O)C(c2ccc3c(c2)OCO3)n2nc(-c3cccc(C)c3)nc2N1 (stereo not given)	2	16%	2%	50%[activator]	18	-8%	2%	4%	-2%
O=C(N/N=C\c1ccncc1)c1ccc(Cl)s1	-21	-1%	0%	69%[activator]	11	0%	14%	-5%	?
O=S(=O)(c1ccc(Br)cc1)c1nc(-c2ccco2)oc1SCc1ccccc1F	6	-7%	nt	?	nt	17%	nt	15%	-77%
O=C(CSc1nc2c(cnn2-c2ccc(F)cc2)c(=O)[nH]1)Nc1ccc(Br)cc1	-1	10%	nt	10%	nt	-9%	nt	16%	i
Cc1ccc(C)c(C(=O)N2CCN(c3ncccn3)CC2)c1	-2	2%	?	-16%	2	3%	5%	9%	?
CC1CCCN(C(=O)CSc2nnc3ccccn23)C1 (stereo not given)	1	16%	3%	11%	16	-6%	2%	6%	-2%
O=[N+]([O-])c1cc(-c2csc(NCCc3nc4cc(Cl)c(N5CCCCC5)cc4n3CCCO)n2)ccc1Cl	15	19%	-45%[inhibitor]	2.2µM*	27	-20%	-1%	-12%	-21%
Nc1nc(NCc2ccco2)nc(Nc2cccc(F)c2)c1[N+](=O)[O-]	20	-11%	-2%	110%[activator]	14	19%	14%	5%	i
COc1ccccc1CNC(=O)c1ccc(SC)cc1OC	-3	-13%	6%	0%	15	-11%	22%	16%	-5%[57.5 µM]
CN(C)NC(=S)NC1CC2CCC1C2 (stereo not given)	1	-9%	1%	?	-3	-15%	5%	6%	16%
CCOc1ccc(-n2ccnc(SCC(=O)Nc3ccc(CC)cc3)c2=O)cc1	-3	?	1%	2%	12	-1%	-7%	28%	-2%

Next section, overlapping the part above by 3 compounds.
SMILES	D3 ag	KB-V1 cytotox	aSyn rescue	GLP-1R inv ag	D3 antag	HEK293 tox	GLP1R ag	TDP43 rescue	PTHR1 ag
COc1ccccc1CNC(=O)c1ccc(SC)cc1OC	-3	-13%	6%	0%	15	-11%	22%	16%	-5%[57.5 µM]
CN(C)NC(=S)NC1CC2CCC1C2 (stereo not given)	1	-9%	1%	?	-3	-15%	5%	6%	16%
CCOc1ccc(-n2ccnc(SCC(=O)Nc3ccc(CC)cc3)c2=O)cc1	-3	?	1%	2%	12	-1%	-7%	28%	-2%
Cc1ccc(C)c(N2CCN(C(=O)CN3CCSc4ccc(S(=O)(=O)N(C)C)cc43)CC2)c1	-12	?	?	-28%	nt	-3%	-7%	12%	-5%
COc1ccccc1OCC(=O)Nc1c(C(=O)c2ccc(C)cc2)oc2ccccc12	1	-26%	1%	13%	nt	12%	-6%	2%	i
O=C(CSc1nc2c([nH]c3ccccc32)c(=O)n1-c1ccc(Cl)cc1)N1CCc2ccccc21	4	-6%	0%	-2%	nt	10%	-5%	10%	11%
O=C(COc1ccccc1)NCC1COc2ccccc2O1 (stereo not given)	-10	40%	8%	-13%	5	7%	16%	9%	-2%
Cc1ccc(Nc2ncnc3c2nnn3Cc2ccccc2)cc1	30*	-14%	5%	-30%	5	-3%	9%	?	-31%[inhibitor]
COc1ccc(/C=C(/NC(=O)c2ccccc2)C(=O)N/N=C/c2ccc3c(c2)OCO3)cc1OC	-13	-13%	3%	0%	-6	-9%	-4%	-21%	?
CCc1nnc(SC(CC)C(=O)Nc2cc(C)ccc2C)c2cc3occc3n12 (stereo not given)	5	3%	nt	3%	nt	1%	nt	13%	-13%
COc1cccc(NC(=S)NC2CC3CCCC(C2)N3C2CCCC2)c1 (stereo not given)	-2	13%	0%	?	-1	-16%	-8%	11%	-9%
